Bioassay records: PubChem, several laboratories
G6PDH counter: L. mesenteroides G6PDH inhibitors, counter-screen for G6PDH-coupled screening assays, biochemical, Leuconostoc mesenteroides enzyme; glucose-6-phosphate dehydrogenase [Leuconostoc mesenteroides]; Purified L. mesenteroides G6PDH, diaphorase/resazurin coupled fluorescence, 45 min; inhibition, % at 5 µM; 200,000 compounds, 0.12% hits; AID 1020, 2008; in the data active means inhibition above about 50%
FLuc stim CS: FLuc activators, initial screening, artefact control for FLuc-dependent activation tests, biochemical, ATPlite luminescence; Luciferin 4-monooxygenase (Photinus pyralis), P08659; ATPlite luciferase biochemical, 10 min; 0 = ATP-free wells, 1 = DMSO control; activation factor at 10 µM; 200,000 tested, under 10 active;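 active means luciferase activation factor, scaled between plate controls, of at least 2 with compound at 10 µM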
Target sequence (P08659 whole entry, looked up): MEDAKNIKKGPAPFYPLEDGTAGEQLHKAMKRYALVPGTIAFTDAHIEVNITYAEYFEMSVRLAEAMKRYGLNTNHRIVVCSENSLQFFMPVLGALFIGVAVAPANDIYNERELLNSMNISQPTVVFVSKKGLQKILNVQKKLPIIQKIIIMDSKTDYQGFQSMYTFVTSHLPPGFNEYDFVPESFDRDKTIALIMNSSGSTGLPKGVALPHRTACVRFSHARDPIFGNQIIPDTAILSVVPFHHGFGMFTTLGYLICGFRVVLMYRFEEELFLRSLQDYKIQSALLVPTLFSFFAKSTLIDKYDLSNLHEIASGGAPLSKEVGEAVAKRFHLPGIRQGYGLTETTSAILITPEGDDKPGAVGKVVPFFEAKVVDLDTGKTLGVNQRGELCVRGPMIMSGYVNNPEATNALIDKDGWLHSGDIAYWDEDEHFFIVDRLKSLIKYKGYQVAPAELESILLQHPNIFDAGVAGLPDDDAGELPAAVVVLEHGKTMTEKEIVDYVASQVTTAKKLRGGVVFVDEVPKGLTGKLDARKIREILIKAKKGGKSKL
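test system = cell-free luciferase reagent | medium = PBS as buffer for the ATP substrate | dosing = test compounds dosed from 2 mM stocks in 100% DMSO | incubation = 10 min at ambient temperature | detection = luminescence measurement of luciferase light output | benchmarks = low control with PBS replacing ATP, high control enzyme plus ATP without compound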
Diaph act CS: compounds boosting diaphorase resazurin reduction – biochemical, uHTS, resorufin fluorescence, counter-screen for diaphorase-coupled primary assays, primary screen | Diaphorase/resazurin coupled assay, 16 min; stronger effect = higher value; 1 = vehicle wells, 0 = NADH-free wells | activation factor at 20 µM | 190,000 compounds, 0.005% hits;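 active means diaphorase activity raised at least twofold by the compound at 20 µM; inactive means activation factor below 2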
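test system = bacterial diaphorase enzyme (C. kluyveri) | quantity = enzyme 0.07 U/mL final | reagent = NADH substrate 0.114 mM plus resazurin dye 0.1 mM, final | incubation = 16 min enzyme reaction, ambient temperature | buffer or medium = HEPES pH 7.4 buffer with MgCl2 and Tween 20 | signal = fluorescence of resorufin, 544 nm excitation, 590 nm emission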
NF-kB neuron act: activators of NF-kB expression in neurons, primary screen, cell-based, HTS | human neuronal cells, NF-kB reporter expression; stronger effect = higher value | fold change at 12.5 µM | 190,000 compounds, 1.6% hits; in the data active means fold change above about 3.3
Diaph inh CS: diaphorase inhibitors and chemical oxidizers, primary screen, counter-screen for diaphorase-coupled primary assays, biochemical, uHTS, resorufin fluorescence; diaphorase resazurin-to-resorufin fluorescence, NADH, 16 min; bacterial (C. kluyveri) enzyme, not human; inhibition, % at 20 µM; 190,000 compounds, 0.69% hits;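 active means primary screen inhibition at 20 µM above a set limit, cut at about 50% in these data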;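 further: plate controls were DMSO with full reaction for no effect and wells lacking NADH for full effect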
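Detection: fluorescence of resorufin formed from resazurin, Ex 544/Em 590 nm; test system: Clostridium kluyveri diaphorase enzyme; amount: 0.14 U/mL diaphorase, enzyme working solution; times: 16-min room-temperature incubation before reading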
APP 5'UTR act: activators of APP 5'UTR luciferase reporter, primary screen, SH-SY5Y cells | SH-SY5Y APP 5'UTR luciferase reporter, luminescence; zero percent = DMSO vehicle wells | 190,000 compounds, 1% hits | activation, % at 2 µM | AID 1276, 2008;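 active means activation above a set limit, based on mean plus 3 SD of controls, cut at about 140% in these data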; further: values of inactives mirror those of a sister screen read the other way
STAT1 activator: STAT1 signaling activators, primary screen, cell-based, HTS, luciferase reporter | activation (% of control), % at 5.5 µM | NIH 3T3 STAT1-luciferase reporter, IFN-gamma, luminescence; 100% = IFN-gamma alone, no compound | 200,000 compounds, 2.6% hits;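 active means activation above the screen-wide mean activation plus 3 SD, cut at about 130% in these data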;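 further: raw ratio to IFN-gamma control signal so 100% means no change and 0% no light; values of inactives mirror those of a sister screen read the other way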
FLuc inh counter: firefly luciferase enzyme inhibitors, primary screen, artefact control for luciferase-based inhibitor screens, biochemical, luminescence, ATPLite | 10 min | inhibition, % at 10 µM | AID 1006, 2008 | 200,000 compounds, 1.5% hits | Luciferin 4-monooxygenase (Photinus pyralis), P08659;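 active means inhibition above about 50% when tested at 10 µM, limit read from the data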
APP 5UTR inh: inhibitors of APP translation via 5'UTR reporter, primary screen, APP 5'UTR luciferase, SH-SY5Y cells; SH-SY5Y APP 5'UTR-luciferase reporter, luminescence; inhibition, % at 2 µM; 190,000 compounds, 0.82% hits;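 active means inhibition above a set limit, derived from the sample mean plus 3 SD, cut at about 45% in these data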; further: values of inactives mirror those of a sister screen read the other way
TLR4 MyD88 comp: inhibitors of TLR4-MyD88 association in cells, primary screen, cell-based, HeLa CL3-4, BLA complementation, FRET ratio; 200,000 compounds, 0.18% hits; AID 861, 2007; Toll-like receptor 4 (Homo sapiens) + Myeloid differentiation primary response protein …; HeLa CL3-4 TLR4/MyD88 BLA complementation; inhibition, % at 8.4 µM; in the data active means inhibition above about 25%;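 further: 0% = vehicle and 100% = reference inhibitor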
An asterisk follows results filed as active; x = no result given.

Value order – G6PDH counter, FLuc stim CS, Diaph act CS, NF-kB neuron act, Diaph inh CS, APP 5'UTR act, STAT1 activator, FLuc inh counter, APP 5UTR inh, TLR4 MyD88 comp
[1] COc1ccc(Nc2sc(C(=O)c3ccc(Cl)cc3)c(N)c2C(=O)Nc2ccccc2OC)cc1
    -1, 1, 0.9, 1, 8, -1, 107, -1, 1, -15
[2] CCNCc1nc2cc(OC)c(OC)cc2c(=O)[nH]1
    11, 1, 0.9, 1.3, 12, -11, 102, -3, 11, -15
[3] N#Cc1sc2nc(-c3cccs3)cc(-c3ccc(Cl)cc3)c2c1N
    4, 1, 0.8, 1.4, 16, -14, 101, -5, 14, 44*
[4] CCOC(=O)CC(=O)CSc1nc(-c2ccccc2)cc(-c2ccc(Cl)cc2)c1C#N
    4, 1, 0.9, 1.4, 9, 7, 99, -4, -7, 14
[5] CC(C)(C)C(=O)COC(=O)c1ccccc1O
    8, 1, 1, 1.1, 1, 9, 102, 2, -9, -4
[6] O=C(NCc1cccs1)Nc1cccs1
    8, 0.9, 1, 1.2, 0, 16, 98, 10, -16, -9
[7] N=c1sc2ccccc2n1-c1ccccc1
    -5, 1.1, 0.9, 0.86, 12, 0, 106, -7, 0, -5
[8] CCOC(=O)CC1C(=O)NC2CCCCC2N1C(=O)Nc1ccc(Cl)cc1 (stereo unspecified)
    4, 1, 0.7, 1.1, 26, 2, 100, -4, -2, 16
[9] COc1ccc(CNc2oc(COc3ccccc3)nc2C#N)cc1
    8, 1.1, 0.8, 1.4, 16, 8, 106, -6, -8, -4
[10] COCC(=O)n1nc(-c2ccc(C)cc2)nc1NCc1ccc(F)cc1
    -2, 1, 0.9, 1.1, 7, 31, 118, -4, -31, 7
[11] COc1ccc(Nc2nc(C(F)(F)F)nc(C)c2C#N)cc1
    -4, 0.6, 1, 1.1, -1, -10, 97, 42, 10, -6
[12] Cc1cc(C)n(CCNC(=O)c2cc(COc3c(F)cccc3F)on2)n1
    9, 1, 0.9, 1.3, 10, 1, 108, -3, -1, 1
[13] Cc1cc(C)c(Cn2cnc3ccccc32)c(C)c1
    10, 1.1, 0.9, 1.1, 6, -2, 99, -8, 2, 2
[14] COC(=O)c1sccc1NC(=O)CSc1ccccc1NS(=O)(=O)c1ccc(Cl)cc1
    4, 1, 0.9, 1.2, 7, 2, 92, -3, -2, -5
[15] O=C(NCc1cccnc1)C1CC(c2ccc(F)cc2)=NO1 (stereo unspecified)
    -7, 1, 0.8, 1.2, 15, -1, 103, -2, 1, 2
[16] COC(=O)C1CCCN1C(=O)COc1ccc(Cl)cc1Br (stereo unspecified)
    0, 1, 1.1, 1.1, -6, -1, 100, 0, 1, 16
[17] CC(=O)Nc1ccc(S(=O)(=O)N2CCN(C(=O)c3ccccc3F)CC2)cc1
    3, 1.1, 0.9, 1.2, 7, -94, 94, -7, 94*, -3
[18] COc1cccc(CC(NC(C)=O)C(=O)NC2CCN(S(=O)(=O)c3ccc(C)cc3)CC2)c1OC (stereo unspecified)
    6, 1.1, x, 1.5, x, 6, 96, -7, -6, 1
[19] O=C(NCCCn1ccnc1)c1ccco1
    4, 1.1, 1, 0.96, 2, 9, 100, -6, -9, -11
[20] COc1cccc(C2C(C(C)=O)=C(O)C(=O)N2Cc2ccco2)c1 (stereo unspecified)
    5, 1, 1, 1.2, 1, -3, 100, -2, 3, 9
[21] O=C(Nc1cccc(Cl)c1)OCc1cnc(Cl)s1
    2, 1.1, 0.8, 1.1, 17, 2, 104, -9, -2, 0
[22] O=[N+]([O-])c1ccc2nc(-c3ccc(Cl)cc3)n(OCc3ccccc3)c2c1
    2, 0.9, 0.9, 4.5*, 9, x, 129*, 5, x, 8
[23] CC1c2[nH]c3ccccc3c2CCN1S(C)(=O)=O (stereo unspecified)
    -10, 1.1, 0.9, 1.2, 9, 6, 101, -6, -6, 6
[24] CCNC(=S)Nc1ccc(Cl)cc1Cl
    1, 1.1, 0.9, 1, 14, -16, 99, -7, 16, 5
[25] CC(C)CNC(CC(=O)Nc1cccc([N+](=O)[O-])c1)C(=O)O (stereo unspecified)
    4, 1, 0.9, 1, 11, -8, 99, -5, 8, 3
[26] O=C(NCC1CCCO1)c1cc(C(=O)C2CC2)c[nH]1 (stereo unspecified)
    -2, 1, 1, 1.2, 2, 0, 102, 0, 0, -7
[27] CN(C(=O)COC(=O)c1ccc(=O)n(Cc2ccccc2)n1)c1ccccc1
    1, 1, 1, 1.4, 3, -16, 95, -3, 16, 8
[28] C/C(Cc1ccccc1)=N\NC(=O)c1cc(C(C)(C)C)[nH]n1
    -4, 1, 1, 1.5, 4, 10, 102, 0, -10, 3
[29] Cc1nc2ccccc2n1CCc1ccccc1
    3, 1, 0.9, 1, 12, 7, 106, 1, -7, -16
[30] Cc1ccccc1Cn1c(-c2cncs2)nc2ccccc21
    2, 1, 0.9, 0.91, 9, 5, 104, -2, -5, 12
[31] CCOC(=O)N1CCN(C(=O)c2ccccc2Oc2ccccc2)CC1
    3, 1, 1, 0.89, 1, 9, 101, -4, -9, -16
[32] COc1cc(OC)cc(C(=O)Nc2ccccc2-c2nnn(CC(N)=O)n2)c1
    3, 1, 0.9, 0.93, 10, -26, 92, -5, 26, -5
[33] CC(Sc1nnc(-c2ccccc2)c(-c2ccccc2)n1)C(=O)Nc1ncc(Cl)cc1Cl (stereo unspecified)
    -11, 1, 0.5, 1.1, 53*, 42, 103, 0, -42, 7
[34] COc1ccccc1/C=C/C=N/N1CCN(Cc2ccc(Cl)cc2)CC1
    14, 1, 0.8, 1.1, 18, 2, 106, -4, -2, 0
[35] C=CCNCCCCOc1ccc(OCC)cc1
    -3, 1, 0.9, 1.1, 10, -6, 102, -4, 6, -16
[36] COc1cc(NS(=O)(=O)c2ccc(F)cc2)c(OC)cc1NC(C)=O
    12, 0.9, 0.8, 1, 24, -2, 105, 7, 2, 0
[37] CC1=CC(c2ccccc2)n2nc(NS(=O)(=O)c3ccc(C)cc3)nc2N1 (stereo unspecified)
    8, 1, 0.9, 1.2, 12, -9, 101, -1, 9, -3
[38] Cc1nc2ccc(C(=O)Nc3cccc([N+](=O)[O-])c3)cc2s1
    15, 1, 0.8, 1.1, 18, 46, 103, -4, -46, 2
[39] CCCCN1CC2([N+](=O)[O-])C=CC(=O)C([N+](=O)[O-])(C1)C2CC(=O)c1ccccc1 (stereo unspecified)
    -6, 1.1, 0.8, 0.78, 19, 14, 105, -6, -14, 3
[40] O=C(Nc1ccccc1N1CCN(C(=O)c2ccccc2)CC1)c1ccc(Cl)cc1
    2, 0.7, 0.8, 0.69, 20, 12, 90, 35, -12, -6

3 of the entries above in order of their number in NF-kB neuron act, high to low:
| item | SMILES | FLuc stim CS | NF-kB neuron act | APP 5'UTR act | STAT1 activator | APP 5UTR inh | TLR4 MyD88 comp |
| --- | --- | --- | --- | --- | --- | --- | --- |
| 34 | COc1ccccc1/C=C/C=N/N1CCN(Cc2ccc(Cl)cc2)CC1 | 1 | 1.1 | 2 | 106 | -2 | 0 |
| 36 | COc1cc(NS(=O)(=O)c2ccc(F)cc2)c(OC)cc1NC(C)=O | 0.9 | 1 | -2 | 105 | 2 | 0 |
| 40 | O=C(Nc1ccccc1N1CCN(C(=O)c2ccccc2)CC1)c1ccc(Cl)cc1 | 0.7 | 0.69 | 12 | 90 | -12 | -6 |

Next part
Value order – G6PDH counter, FLuc stim CS, Diaph act CS, NF-kB neuron act, Diaph inh CS, APP 5'UTR act, STAT1 activator, FLuc inh counter, APP 5UTR inh, TLR4 MyD88 comp
[41] Cc1cccc(CSc2nn3c(=O)c(C)nnc3s2)c1
    0, 1, 0.8, 1, 18, 17, 91, -2, -16, -5
[42] Cc1nnc2ccc(-c3cccc(NC(=O)c4ccc(Cl)nc4)c3)nn12
    2, 1, 1.1, 0.57, -13, -3, 80, -2, 3, 17
[43] O=C(CCCC(=O)N(CC(=O)NC1CCCC1)Cc1ccccc1Cl)Nc1ccccn1
    13, 1, 1.1, 1.1, -6, 3, 104, -2, -3, 15
[44] CCOc1ccc(CNC(=O)CCn2c(=O)oc3ccccc32)cc1OC
    4, 1.1, 0.9, 1, 11, 2, 96, -7, -2, -14
[45] Cc1ccc(P(=Nc2ccccc2)(N2CCOCC2)N2CCOCC2)o1
    10, 1.1, 0.8, 1.8, 17, -4, 103, -6, 4, 8
[46] CC(=O)c1cc(-c2ccccc2)[nH]c1N1CCOCC1
    -4, 1.1, 0.9, 1, 10, -13, 97, -5, 12, 3
[47] C#CCOCCOCCOCCNc1nc(N2CCN(C(=O)C(CCC(=O)O)n3cc(C(N)CC(C)C)nn3)CC2)nc(N2CCN(C(=O)C(Cc3cc4ccccc4[nH]3)n3cc(C(N)Cc4ccc(O)cc4)nn3)CC2)n1 (stereo unspecified)
    25, 1.1, 0.9, 1.6, 15, 5, 100, -5, -5, 6
[48] CCCOc1ccc(N2C(=O)CC(N(Cc3ccc(OC)cc3)C(=S)Nc3ccccc3)C2=O)cc1 (stereo unspecified)
    4, 1, 0.9, 1.3, 12, 7, 102, 1, -6, -3

Grouped by structure: those above with a nitro group on carbon
Value order – G6PDH counter, FLuc stim CS, Diaph act CS, NF-kB neuron act, Diaph inh CS, APP 5'UTR act, STAT1 activator, FLuc inh counter, APP 5UTR inh, TLR4 MyD88 comp
[22] O=[N+]([O-])c1ccc2nc(-c3ccc(Cl)cc3)n(OCc3ccccc3)c2c1
    2, 0.9, 0.9, 4.5*, 9, x, 129*, 5, x, 8
[25] CC(C)CNC(CC(=O)Nc1cccc([N+](=O)[O-])c1)C(=O)O (stereo unspecified)
    4, 1, 0.9, 1, 11, -8, 99, -5, 8, 3
[38] Cc1nc2ccc(C(=O)Nc3cccc([N+](=O)[O-])c3)cc2s1
    15, 1, 0.8, 1.1, 18, 46, 103, -4, -46, 2
[39] CCCCN1CC2([N+](=O)[O-])C=CC(=O)C([N+](=O)[O-])(C1)C2CC(=O)c1ccccc1 (stereo unspecified)
    -6, 1.1, 0.8, 0.78, 19, 14, 105, -6, -14, 3

Outcome played no part in choosing rows; 5.6% or so of the library scored in one or more.
